Measles CPE – protection of cells from measles virus. Measles virus-infected cells, CPE protection, absorbance. protection (pct of control), % at 4 µM. hit rate 1.5% among 140,000; in the data active = protection mostly above about 24%, no sharp cut-off; inactive = mostly below about 26%; also: some compounds called inactive have numbers as strong as hits
bCat KO growth – beta-catenin-lacking colon tumor cell growth suppression | hit rate 1.5% among 140,000 | HCT116 beta-catenin knockout viability, CellTiter-Glo, 60 h; active compounds read low | AID 818 | viability, % at 10 µM;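 active = viability at or under a set limit, the compound median less 4 SD, cut at about 6% in these data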;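 also: 0% = Hyamine 1622 control at 20 µM and 100% = untreated cell control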
HCT116 PTEN-null – suppresses growth of cells with PTEN deletion; HCT116 PTEN-null viability, CellTiter-Glo, 60 h; active compounds read low; viability, % at 10 µM; hit rate 1.2% among 140,000;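 active = viability at or below a set limit, 4 SD under the median of all tested compounds, cut at about 3.7% in these data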;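 also: PTEN knockout HCT116 line with beta catenin targeted HCT116 as companion control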
NPY-Y2 antag – antagonists of human neuropeptide Y receptor Y2; AID 793; inhibition, % at 2.7 µM; P49146; hit rate 0.99% among 140,000; NPY-Y2 expressing cells, antagonist mode; in the data active = inhibition above about 17%;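 also: 0% = vehicle with agonist challenge and 100% = reference antagonist with challenge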
Target sequence (P49146 whole entry, looked up): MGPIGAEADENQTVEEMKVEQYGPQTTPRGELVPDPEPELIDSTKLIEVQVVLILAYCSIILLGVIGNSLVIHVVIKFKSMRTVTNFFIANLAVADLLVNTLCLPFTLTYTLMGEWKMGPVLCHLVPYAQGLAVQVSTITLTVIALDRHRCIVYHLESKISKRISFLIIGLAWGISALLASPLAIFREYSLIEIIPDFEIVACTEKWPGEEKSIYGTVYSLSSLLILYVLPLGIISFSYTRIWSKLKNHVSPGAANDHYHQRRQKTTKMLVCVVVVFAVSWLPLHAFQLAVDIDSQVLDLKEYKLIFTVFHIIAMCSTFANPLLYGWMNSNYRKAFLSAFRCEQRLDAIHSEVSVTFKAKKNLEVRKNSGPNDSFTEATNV
BB579 growth dn – chemicals that inhibit yeast BB579 growth in restrictive medium (lifespan-shortening candidates); hit rate 0.51% among 140,000; inhibition, % at 10 µM; S. cerevisiae BB579 growth, OD615, 48 h;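 active = inhibition above a set limit, 3 SD over the mean compound inhibition, cut at about 44% in these data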; also: inactives centre near -24
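Test system: DeaD yeast strain BB579 / Buffer or medium: restrictive glucose-based CSMM-D medium / Doses: single 10 µM dose / Schedule: 4 h cell preincubation, 48 h compound exposure, 30 °C humidified / Technique: culture absorbance at 615 nm / Controls: amphotericin B positive control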
GALR2 blocker – GALR2 (human) receptor antagonism; hit rate 0.39% among 140,000; AID 828; O43603; inhibition, % at 4 µM; GALR2-expressing cells, antagonist mode; in the data active = inhibition above about 27%;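 also: cells stimulated with galanin 1-16 at roughly its EC80; 0% = agonist challenge control and 100% = basal control without agonist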
Target sequence (O43603 whole entry, looked up): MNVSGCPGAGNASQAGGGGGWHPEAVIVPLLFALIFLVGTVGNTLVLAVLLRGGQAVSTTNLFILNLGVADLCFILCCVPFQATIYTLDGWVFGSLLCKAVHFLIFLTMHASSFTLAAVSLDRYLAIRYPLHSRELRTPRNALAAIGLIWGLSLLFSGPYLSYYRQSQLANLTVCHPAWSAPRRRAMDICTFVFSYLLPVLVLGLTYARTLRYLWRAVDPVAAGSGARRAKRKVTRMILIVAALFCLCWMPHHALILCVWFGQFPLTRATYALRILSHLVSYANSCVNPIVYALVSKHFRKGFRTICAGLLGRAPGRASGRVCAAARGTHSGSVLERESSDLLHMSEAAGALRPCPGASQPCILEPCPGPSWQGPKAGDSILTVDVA
Phagocytosis inh – macrophage phagocytosis inhibition | inhibition, % at 5 µM | J774A.1 macrophage IgG-bead phagocytosis, imaging | hit rate 0.07% among 110,000;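 active = inhibition above the mean of the plate negative controls plus 5 SD, cut at about 13% in these data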;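 also: phagocytic index as fraction of beads internalized from green versus red external bead signal; plate controls were DMSO negative control for no effect and cytochalasin-D positive control for full effect; some results beyond the cut were filed as inactive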
E-sel TNF inh – blocks E-selectin expression induced by TNF alpha | HUVEC TNFa-induced E-selectin immunofluorescence, high content | inhibition, % at 2 µM | hit rate 0.71% among 120,000;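 active = inhibition above the batch mean plus 3 SD, and confirmed as a hit on visual image review, cut at about 43% in these data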;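 also: 0% = TNF-stimulated DMSO wells and 100% = unstimulated control wells; not every result past the cut was called active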
MRP-1 activ – activates MRP-1 | AID 799 | H69AR cells + doxorubicin, viability rescue, CellTiter-Glo | hit rate 0.61% among 140,000 | viability increase, % at 10 µM;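 active = viability gain under doxorubicin at or above a set limit, the compound median plus 3 SD, cut at about 4.7% in these data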;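 also: MRP-1 overexpressing cells given doxorubicin 25 µM after compound pretreatment; 18-22 h compound pretreatment then 72 h with doxorubicin before readout; 0% = doxorubicin-only wells and 100% = vehicle-treated cells without doxorubicin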
Yeast life ext – yeast lifespan extension; S. cerevisiae growth with nicotinamide, OD615; deaD strain in restrictive glucose medium; inhibition of the nicotinamide effect, % at 10 µM; hit rate 0.68% among 130,000;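 active = inhibition above a set limit, placed 3 SD over the median of all compounds, cut at about 26% in these data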;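 also: 0% = nicotinamide-treated wells and 100% = cells grown without nicotinamide; some compounds called inactive have numbers as strong as hits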
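Material: Modified budding yeast, DeaD strain | Medium: Restrictive glucose medium | Probe or stimulus: 1.5 mM nicotinamide | Dosing: Single dose 10 µM compound, 0.25% DMSO | Times: 48 h at 30 °C | Technique: OD615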
* = called active by the depositor; x = not tested or not shown.

SMILES	Measles CPE	bCat KO growth	HCT116 PTEN-null	NPY-Y2 antag	BB579 growth dn	GALR2 blocker	Phagocytosis inh	E-sel TNF inh	MRP-1 activ	Yeast life ext
CC(C)CN1C(=S)SC(C)(C)C1n1oc(=O)n(-c2ccc(Cl)cc2)c1=O (stereo not given)	29	2.3*	0.8*	5	-20	-13	0	10	-3.5	-13
N#Cc1ccccc1Sc1ccccc1C(=O)OCC(=O)NC1CCS(=O)(=O)C1 (stereo not given)	4	91	93	1	-22	-4	0	21	-0.2	-6
CN(CCOc1ccc(-c2ccn(S(=O)(=O)c3ccc(Cl)cc3)n2)cc1)c1ccccn1	35	18	30	1	18	5	x	16	2.0	-16
CC1(C)CC(=O)c2c(O)cc(OCc3ccc(Br)cc3)cc2O1	31	64	73	6	-45	-5	-2	7	3.7	-3
CCn1ncc(C2=NOC(C(=O)Nc3cccc(C(C)=O)c3)C2)c1C (stereo not given)	17	72	82	-1	19	-10	0	x	-0.7	-6
Cc1ccc(S(=O)(=O)/N=C(\CN2CCOCC2)N2CCCC2)cc1	6	89	98	-1	-6	9	-2	x	0.0	-1
CCN(C(=O)c1cc2cc(OC)ccc2oc1=O)c1cccc(C)c1	4	92	91	-1	-19	-11	0	x	-3.6	-2
CCc1nc2ccc(C)cc2c(C(=O)Oc2cccc3cccnc23)c1C	4	102	100	1	-35	-17	-1	x	-3.6	-28
O=C1C2C3C=CC(c4ccccc4)(C2C(=O)N1c1cccc(Cl)c1)C1C(=O)N(c2cccc(Cl)c2)C(=O)C31 (stereo not given)	42	62	49	5	-8	2	-8	x	-3.5	9
Cc1ccc(C(NC(=O)N2CCOCC2)=C(Cl)Cl)cc1F	4	3.4*	1.4*	5	-25	-2	-1	x	-2.3	-15
O=[N+]([O-])c1ccc(-c2ccc(C=Nc3cccc4ccccc34)o2)cc1	14	89	62	0	-39	4	x	-5	-5.5	x
O=C(CN1C(=O)C2C3c4ccccc4C(c4ccccc43)C2C1=O)Nc1cccc(C(=O)O)c1 (stereo not given)	5	98	100	3	-7	-6	-5	7	0.7	1
Cc1ccc(C(=O)N/N=C/c2ccc([N+](=O)[O-])s2)cc1	42	1.9*	1.3*	2	-4	3	6	4	-5.9	-31
Cc1ccc(-n2c(C)cc(/C=C(\C#N)C(=O)NCC3CCCO3)c2C)cc1 (stereo not given)	6	76	79	1	-41	8	x	24	0.9	-12
c1ccc(CSc2nnc(-c3c[nH]c4ccccc34)o2)cc1	23	72	63	8	-9	-8	1	x	2.4	-12
O=C(c1cnn2c(C(F)F)cc(-c3ccccc3)nc12)N1CCSCC1	4	95	91	0	0	9	x	-11	-4.4	x
COCC(C)n1c(C)cc(C(=O)COC(=O)c2n[nH]c3ccccc23)c1C (stereo not given)	2	79	79	3	1	-10	0	-13	-0.5	-4
COc1ccc(/C=C2\SC(=O)N(CCNC(=O)C3CCN(S(=O)(=O)c4cccs4)CC3)C2=O)cc1	22	94	93	8	-22	11	-10	9	-1.1	2
O=C(NCc1ccco1)c1ccc(CN2CCOCC2)cc1	4	80	89	0	-28	6	0	x	0.4	-3
Cc1ccccc1Nc1nnc(SCC2CCCCO2)s1 (stereo not given)	12	89	87	1	-42	-10	1	-5	-0.2	-2
O=c1ccc(Br)c[nH]1	7	99	96	-1	-1	-7	0	x	0.6	-2
Clc1cc2nc3ccccn3c2cc1Cl	15	81	72	6	43*	-7	x	4	-2.6	-32
CCC(C)NC(=O)c1cnn2c1NC(c1cccs1)CC2C(F)(F)F (stereo not given)	3	98	91	-1	-28	4	0	1	-0.8	-4
CN(C)S(=O)(=O)c1cccc(NC(=O)Cc2ccc(Cl)cc2)c1	7	73	74	4	-21	15	0	-7	1.9	1
Cc1cccnc1NC(=O)C(C)Oc1ccccc1 (stereo not given)	2	90	105	0	-57	6	x	3	-0.1	-2
COc1cccc(C=Nc2ccccc2C#N)c1O	8	98	96	0	7	9	-3	-19	-1.7	1
Cc1cc(Nc2ccc(Br)cc2)n2nc(C)nc2n1	12	89	90	5	7	4	x	-47	-2.3	1
Cc1cc(C)nc(SCc2ccccc2C#N)n1	10	90	90	0	9	5	0	13	-2.1	-8
COc1ccc(NC(=O)c2ccccc2)cc1NS(=O)(=O)c1ccc(F)cc1	3	95	101	-1	-42	7	x	x	-0.7	7
CCCNc1cc(=O)n(C)c(=O)n1C	10	99	96	0	-13	4	-1	-28	-0.1	3
Cc1cc(C(C)(C)C)ccc1OCCCCN1CCCC1	4	62	69	8	-5	4	x	34	-2.2	3
Cn1cnnc1SCC(=O)Nc1ccc2nc(SCc3ccccc3)sc2c1	12	94	99	-2	-38	-17	1	-3	-1.4	-17
C/C(=N\OCC(=O)Nc1ccccc1C(C)(C)C)c1ccc2c(c1)OCCO2	3	85	77	11	-23	-4	-14	x	-2.4	-1
O=[N+]([O-])c1cc2c(cc1/C=N/n1c(-c3ccccn3)n[nH]c1=S)OCO2	4	91	96	4	-49	12	-3	x	-2.7	-2
Cn1c(=O)c2ncn(CC(=O)Nc3ccc(N4CCOCC4)cc3)c2n(C)c1=O	4	91	93	-1	0	-14	2	-3	-0.9	-2
CCOc1ccc(-c2nc(CSCC(=O)N3CCN(C(=O)c4ccco4)CC3)c(C)o2)cc1	3	89	92	-2	0	-6	0	x	-2.9	-8
O=C(NCC1(c2ccccc2)CCCC1)c1ccc(Br)cc1	34	69	69	5	-29	8	-8	x	1.8	3
CCOC(=O)C1=C(O)/C(=C/c2ccc(CNC(=O)C(=O)Nc3ccc(C)cc3)o2)N=C1C	14	7	11	0	-11	1	0	-22	-2.3	-9
Cc1ccc(S(=O)(=O)/C(C#N)=C/c2c(N3CC(C)OC(C)C3)nc3ccccn3c2=O)cc1 (stereo not given)	5	86	92	-2	-44	-6	x	-3	-2.9	-1
CCC(=O)OCC(=O)Nc1cc(C)c(C)cc1[N+](=O)[O-]	6	88	95	0	-1	-6	-5	x	-1.3	-6

A different layout for two compounds above:
canonical_smiles: Cc1ccc(S(=O)(=O)/C(C#N)=C/c2c(N3CC(C)OC(C)C3)nc3ccccn3c2=O)cc1 (stereo not given)
  Measles CPE = 5
  bCat KO growth = 86
  HCT116 PTEN-null = 92
  NPY-Y2 antag = -2
  BB579 growth dn = -44
  GALR2 blocker = -6
  Phagocytosis inh = x
  E-sel TNF inh = -3
  MRP-1 activ = -2.9
  Yeast life ext = -1

canonical_smiles: C/C(=N\OCC(=O)Nc1ccccc1C(C)(C)C)c1ccc2c(c1)OCCO2
  Measles CPE = 3
  bCat KO growth = 85
  HCT116 PTEN-null = 77
  NPY-Y2 antag = 11
  BB579 growth dn = -23
  GALR2 blocker = -4
  Phagocytosis inh = -14
  E-sel TNF inh = x
  MRP-1 activ = -2.4
  Yeast life ext = -1

(cont.)
SMILES	Measles CPE	bCat KO growth	HCT116 PTEN-null	NPY-Y2 antag	BB579 growth dn	GALR2 blocker	Phagocytosis inh	E-sel TNF inh	MRP-1 activ	Yeast life ext
Cc1ccc(S(=O)(=O)N=S(CCO)CCO)cc1	6	95	87	0	-31	-11	-4	13	-0.6	0
Cc1cc(NC(=O)c2cccc(COc3ccc(Br)cc3)c2)no1	8	87	87	4	7	13	0	x	-0.6	-6
Cc1nc(Nc2ccc(S(=O)(=O)N3CCCC3)cc2)c2nnn(Cc3ccccc3)c2n1	8	59	88	1	-19	0	x	x	-1.3	-2
Cc1cccc(Nc2nc(N)c([N+](=O)[O-])c(N3CCCC(C)C3)n2)c1 (stereo not given)	11	9	2.8*	2	43	-9	-11	-4	-4.8	-12
COc1ccc(CCN2CC(C(=O)NCc3ccco3)CC2=O)cc1OC (stereo not given)	3	72	75	3	-1	1	1	18	0.1	-7
CCCCN(C(=O)Nc1ccc(OCC)cc1)C1CCN(C(C)=O)CC1	10	95	94	2	-9	-2	5	0	-1.9	-1
N#CCCn1cc(/C=N/O)c(-c2ccccc2)n1	13	97	95	3	-34	-18	0	17	-1.9	-3
CCN1CCN(CC(O)COCCOc2ccc(Br)cc2)CC1 (stereo not given)	4	83	85	1	-6	-10	0	x	-0.7	5
O=C(Oc1ccc2c(c1)OCO2)C12CC3CC(CC(C3)C1)C2	25	98	89	5	-19	-15	1	x	0.6	17
COc1ccccc1NC(=O)CSCC(=O)N1c2ccccc2CCc2ccccc21	10	83	74	6	-44	-5	3	x	-1.6	-3
Cc1cc(C(=O)COC(=O)CC2Sc3ccccc3NC2=O)c(C)n1-c1ccc(Br)cc1 (stereo not given)	4	79	84	7	-9	5	-4	x	-3.0	-2
CCN(CC(=O)Nc1ccc(S(N)(=O)=O)cc1)S(=O)(=O)c1cc(C)ccc1OC	9	81	92	2	-43	7	-2	-13	-0.2	-2
CC1(C)CC(=O)C(CCC(=O)c2ccccc2)C(C)(C)N1 (stereo not given)	15	92	91	0	-26	3	-2	34	0.1	-2
O=C(COC(=O)Cc1ccccc1[N+](=O)[O-])NCc1ccccc1Cl	20	89	92	8	-31	17	-1	2	-1.0	1
CC(=O)N1CCN(C(=S)c2ccc([N+](=O)[O-])cc2)CC1	18	91	96	3	-34	-1	-1	-12	-2.6	-5
COC(=O)/C=C/C(=O)NCc1ccco1	23	92	92	10	-13	0	-3	-4	-3.3	4
CC1(C)N=C(N)NC(Nc2ccc(Br)cc2)=N1	17	83	90	-1	-11	-13	1	-11	-2.4	-8
Cc1ccc(CN2CCN(CC(=O)NCCCN3CCN(c4ccc(F)cc4)CC3)C2=O)cc1	19	29	32	6	-9	11	-4	-16	-1.1	-5
COc1ccc2c(c1OC)C(=O)N1C2SC[C@H]1C(=O)NC1CC(C)(C)NC(C)(C)C1 (stereo not given in full)	16	94	98	-1	-13	7	0	-17	0.1	-4
Brc1ccc(-c2nc(-c3ccccn3)no2)o1	2	84	78	-1	-20	11	-1	24	-1.1	-18
COC(=O)C1=C(NC(=O)c2cccc(OC)c2)CCS1	6	88	91	3	-29	-2	x	x	-0.5	-9
COc1ccc(Cl)cc1-n1c(N)c(C(N)=O)sc1=S	7	96	99	1	3	-8	-5	x	-1.3	-3
CCOCC(=O)Nc1nnc(C2CCCCC2)s1	25	95	95	0	-7	-5	-1	4	-0.7	-1
COc1ccc(C(=O)Oc2ccc(/C=N/NC(=O)c3ccccc3OC)cc2[N+](=O)[O-])cc1	16	100	86	0	-28	6	-8	x	-2.2	1
COc1ccc(Oc2c(C)oc3cc(OC(=O)N4CCOCC4)ccc3c2=O)cc1	23	77	98	4	-12	-12	0	19	-0.8	-9
N#Cc1cc([N+](=O)[O-])cnc1N(CCO)CCO	7	89	94	-1	-17	3	-8	11	-1.5	1
COc1ccccc1NCCC(=O)OCC(=O)NC1CCCC(C)C1C (stereo not given)	10	75	93	3	11	-11	-2	16	-3.0	4
Cc1ccc(C(=O)NCc2ccco2)cc1[N+](=O)[O-]	11	91	98	2	-14	6	0	x	-1.2	-17
CCOC(=O)Cc1nnc2c(Nc3ccccc3F)nc3nonc3n12	12	83	93	5	-39	-10	-2	2	-1.1	-12
COc1ccc(NS(=O)(=O)c2cccc(C(=O)N/N=C(\C)c3ccncc3)c2)cc1	5	84	88	3	1	-3	-6	4	-2.7	-2
CC1CC(=O)C2=C(C1)Nc1ccccc1N=C2 (stereo not given)	9	97	89	6	-1	-2	0	10	-4.2	-3
